Anesthetic bind – binds horse apoferritin like a general anesthetic. Potency, µM (top dose mostly 77.5 µM), without a hit: at the highest dose activity change, negative = displacement, usual class: inhibitors. P02791. actives 0.074% (n = 350,000). apoferritin/1-aminoanthracene competitive binding, fluorescence; also: nearly all actives have a fitted effect of over 20% in size
Target sequence (P02791 2-175 limits assumed): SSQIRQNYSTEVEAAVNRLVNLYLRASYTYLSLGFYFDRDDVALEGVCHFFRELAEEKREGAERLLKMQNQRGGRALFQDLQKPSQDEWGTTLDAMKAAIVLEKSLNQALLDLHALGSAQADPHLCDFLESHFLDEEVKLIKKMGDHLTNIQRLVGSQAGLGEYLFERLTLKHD
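Apoferritin-based anesthetic binding model; compound displacement of fluorescent 1-AMA measured as endpoint fluorescence after 10 minutes at room temperature, scaled to free-ligand and complex controls.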
POLK inh – blocks human DNA polymerase kappa activity | Potency, µM (titrated, usually from 107 µM), without a hit: at the highest dose activity, negative = inhibition, actives largely listed as inhibitors | Q9UBT6 | purified Pol kappa, fluorescent DNA synthesis assay, 10 min | actives 0.53% (n = 400,000) | AID 588579
Target sequence (Q9UBT6 whole entry, looked up): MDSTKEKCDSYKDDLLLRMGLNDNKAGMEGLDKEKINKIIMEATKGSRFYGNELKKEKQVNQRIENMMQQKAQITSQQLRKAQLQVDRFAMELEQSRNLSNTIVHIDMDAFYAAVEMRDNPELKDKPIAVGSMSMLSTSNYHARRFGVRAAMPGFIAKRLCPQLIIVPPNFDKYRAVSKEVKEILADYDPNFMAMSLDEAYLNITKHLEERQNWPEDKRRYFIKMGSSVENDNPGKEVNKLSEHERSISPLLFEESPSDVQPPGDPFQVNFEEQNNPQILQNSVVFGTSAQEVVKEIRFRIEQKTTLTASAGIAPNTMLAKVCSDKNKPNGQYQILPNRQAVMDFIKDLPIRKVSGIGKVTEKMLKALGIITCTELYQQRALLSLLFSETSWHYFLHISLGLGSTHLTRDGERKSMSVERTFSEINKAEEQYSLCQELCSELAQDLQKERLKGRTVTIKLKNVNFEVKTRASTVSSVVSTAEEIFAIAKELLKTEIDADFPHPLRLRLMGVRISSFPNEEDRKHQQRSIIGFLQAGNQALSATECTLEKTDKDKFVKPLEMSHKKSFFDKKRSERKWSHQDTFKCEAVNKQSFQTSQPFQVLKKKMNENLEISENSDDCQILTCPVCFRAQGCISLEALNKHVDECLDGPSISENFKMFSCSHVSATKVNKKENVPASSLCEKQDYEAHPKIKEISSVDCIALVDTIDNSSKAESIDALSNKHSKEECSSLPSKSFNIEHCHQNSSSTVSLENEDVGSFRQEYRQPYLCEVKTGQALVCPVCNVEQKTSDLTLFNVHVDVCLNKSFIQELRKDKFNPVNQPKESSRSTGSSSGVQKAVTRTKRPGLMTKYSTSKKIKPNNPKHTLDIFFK
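Here, compound and 10 nM enzyme are combined for 15 min at room temperature; adding 50 nM substrate (final) starts DNA synthesis, tracked by fluorescence at 0 and 10 min against buffer-only wells.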
APE1 inh – blocks human APE1 abasic DNA cleavage | actives 0.35% (n = 350,000) | recombinant APE1, TAMRA/BHQ-2 abasic DNA cleavage fluorescence | AID 2517 | Potency, µM (series often up to 65.8 µM), inactives show at the highest dose activity change, negative = inhibition, hits mostly inhibitors;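 also: plate controls were vehicle for no effect and reference inhibitor for full effect; nearly all actives have a fitted effect of over 55% in size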
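0.75 nM APE1 + cpd, 15 min RT; start w/ 50 nM TAMRA/BHQ-2 THF-abasic dsDNA; kinetic fluor 525/598 nm ×3 reads @60 s; Δ(read3−read1); normalized to DMSO and NSC13755 control wells.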
Active calls of the source: *; & = joins results of further samples; ! = not active in a repeat; [ ] = dose if it differs, or a comment. Calls follow the shape of the dose curve; as a rule, active = well fitted curve in the direction sought with a large enough effect; inconclusive = small, poorly fitted or top-dose-only effect, or another doubt; inactive = no such curve, though single readings can be large; an effect the other way counts as inactive or inconclusive. Unless noted, % is scaled to controls: 0 for no effect and ±100 for the full control effect; potency is read from the fitted curve at half-maximal effect. An excerpt; rates above refer to the full screens.

Screening COC(=O)C12CC3=CC(CC3=O)Cc3ccccc3[C@@H]1CNC2=O (stereo not given in full) returned APE1 inh 3%.
For COC(=O)C12CC3=CCC4C(=O)N(c5ccccc5)C(=O)C4C3Cc3ccccc3[C@@H]1CNC2=O (stereo not given in full) the results were APE1 inh -2%.
For Clc1nc(Cl)nc(Cl)n1 the results were APE1 inh 17%.
`CCC[N+](=O)[O-]` gave APE1 inh 1%.
Screening C=C(C)CCl returned APE1 inh -4%.
For CCCC(=O)Cl the results were APE1 inh -1%.
Screening COC(C)(C)C returned APE1 inh 8%.
For CC(C)(C)OO the results were APE1 inh 20%&-1%.
For ClC1=C(Cl)[C@]2(Cl)[C@@H]3[C@H]4C[C@H]([C@@H]5O[C@H]45)[C@@H]3[C@@]1(Cl)C2(Cl)Cl the results were APE1 inh 4%.
OC[P+](CO)(CO)CO was read as APE1 inh 4%.
Screening CC/C=C\C/C=C\C/C=C\C/C=C\C/C=C\CCCC(=O)NCCc1ccc(O)c(O)c1 returned APE1 inh 0%.
Cc1cccc(C)c1O was read as APE1 inh 31%[activator].
Screening Cc1ccc2ccccc2c1C returned APE1 inh -2%.
For Cc1ccc(N=C=O)cc1N=C=O the results were APE1 inh 1%.
Screening ClCC(Cl)Cl returned APE1 inh 0%.
For CCC[CH2][Sn]([Cl])([Cl])[Cl] the results were APE1 inh -3%.
`CCCCC/C=C\C/C=C\C/C=C\CCCCC(=O)NCCO` gave APE1 inh 1%.
CCCBr was read as APE1 inh 1%.
Screening Clc1cccc(C(Cl)(Cl)Cl)n1 returned APE1 inh 19%.
For CCCCC/C=C\C/C=C\C/C=C\C/C=C\CCCC(=O)NC(C)C(=O)O (stereo not given) the results were APE1 inh 0%.
Screening C[C@@H]1CC[C@@]2(OC1)O[C@H]1[C@@H](O)[C@H]3[C@@H]4CC[C@H]5C[C@@H](O[C@@H]6O[C@H](CO)[C@H](O[C@@H]7O[C@H](CO)[C@@H](O)[C@H](O[C@@H]8OC[C@@H](O)[C@H](O)[C@H]8O)[C@H]7O[C@@H]7O[C@H](CO)[C@@H](O)[C@H](O[C@@H]8O[C@H](CO)[C@@H](O)[C@H](O)[C@H]8O)[C@H]7O)[C@H](O)[C@H]6O)[C@H](O)C[C@]5(C)[C@H]4CC[C@]3(C)[C@H]1[C@@H]2C returned APE1 inh 14%.
Screening CCCCC/C=C\C/C=C\CCCCCCCCCC(=O)NCCO returned APE1 inh 0%.
CC(C)(Cl)Cl was read as APE1 inh 1%.
`CC(C)(C)C(O)(CCc1ccc(Cl)cc1)Cn1cncn1` (stereo not given) gave APE1 inh 2%.
`C=CC(=O)OCCN(C)C` gave APE1 inh -1%.
Screening C=CC(=C)C returned APE1 inh 4%.
C=CCCl was read as APE1 inh 2%.
CC[C@H](C)[C@H]1O[C@]2(C=C[C@@H]1C)C[C@@H]1C[C@@H](C/C=C(\C)[C@@H](O[C@H]3C[C@H](OC)[C@@H](O[C@H]4C[C@H](OC)[C@@H](O)[C@H](C)O4)[C@H](C)O3)[C@@H](C)/C=C/C=C3\CO[C@@H]4[C@H](O)C(C)=C[C@@H](C(=O)O1)[C@]34O)O2 was read as APE1 inh 4%.
`CN(C)C(=O)Cl` gave APE1 inh 0%.
For c1ccc2c(c1)CCCC2 the results were APE1 inh 1%.
For C=CC(N)=O the results were APE1 inh 2%&-1%.
`c1cc(OCC2CO2)cc(OCC2CO2)c1` (stereo not given) gave APE1 inh inconclusive.
Oc1cc(Cl)ccc1Cl was read as APE1 inh 18%.
Screening CCCCC#N returned APE1 inh 10%.
`Clc1cccc(Cl)c1` gave APE1 inh -3%.
For C=CC(C)=O the results were APE1 inh 5%.
CCC(Cl)[N+](=O)[O-] (stereo not given) was read as APE1 inh 0%.
`CNc1ccc(C(=O)CC(O)CCC(C)C2OC(=O)CC(O)CC(=O)CC(O)CC(O)CC(O)CC(O)CC3(O)CC(O)C(C(=O)OC)C(CC(O[C@@H]4O[C@H](C)[C@@H](O)[C@H](N)[C@@H]4O)/C=C/C=C/C=C/C=C/C=C/C=C/C=C/C2C)O3)cc1` (stereo not given in full) gave APE1 inh 3%.
For CN(C)c1ccc(N)cc1 the results were APE1 inh -1%.
CCC1C=CC=CC[C@H](C)[C@@H](O)[C@](C)(O)C(=O)[C@@H](C)[C@H](O)[C@@H](C)C(=O)[C@H](C)[C@@H](O)[C@H](C)C=CC(=O)OC2[C@@H](C)C(CC1)OC1(CC[C@@H](C)C(C[C@H](C)O)O1)[C@@H]2C (stereo not given in full) was read as APE1 inh 16%.
For O=[N+]([O-])/C=C/c1ccccc1 the results were APE1 inh 5%.
For Nc1ccccc1 the results were APE1 inh 9%.
N#CCBr was read as APE1 inh -3%.
For c1ccc(OP(Oc2ccccc2)Oc2ccccc2)cc1 the results were APE1 inh 2%.
`C=CC(=O)OCC` gave APE1 inh 17%.
`Clc1cccc2ccccc12` gave APE1 inh -14%.
`CCBr` gave APE1 inh 5%.
CCC#N was read as APE1 inh 1%.
`ClC(Cl)c1ccccc1` gave APE1 inh 2%.
For ClCc1ccccc1 the results were APE1 inh 3%.
`COP(=O)(OC)O/C(=C\Cl)c1cc(Cl)c(Cl)cc1Cl` gave APE1 inh 2%.
`O=NN(c1ccccc1)c1ccccc1` gave APE1 inh -1%.
O=[N+]([O-])c1ccccc1O was read as APE1 inh 0%.
`CC(C)CC(C)Nc1ccc(Nc2ccccc2)cc1` (stereo not given) gave APE1 inh 2%.
Screening CCCC/C=C/[C@@H](NP(=O)(c1ccccc1)c1ccccc1)c1ccccc1OC returned Anesthetic bind -8% and APE1 inh -1%.
`COc1cc2c(cc1O)C(CCc1ccc(Cl)cc1)N(C)CC2` (stereo not given) gave Anesthetic bind 5% and APE1 inh -7%.
For BrC1C(Br)C(Br)C(Br)C(Br)C1Br (stereo not given) the results were Anesthetic bind inconclusive and APE1 inh 1%.
Screening CC(=O)OC[C@H](N)C(=O)c1ccccc1 returned Anesthetic bind -1% and APE1 inh -9%.
For CCCc1cc2c(n1Cc1ccco1)C(C)C1CN(C(=O)c3ccccc3)C(C)(C(=O)OC)C21 (stereo not given) the results were Anesthetic bind inconclusive and APE1 inh -6%.
C[C@@H]1OC=C2[C@@H](O)[C@H]3O[C@H]3C(=O)[C@@]23[C@H]1[C@H]1C2=C([C@@H](O)[C@H]4O[C@@H]4C2=O)[C@@H]3O[C@@H]1C was read as Anesthetic bind 3%[15.3 µM] and APE1 inh -4%[12.4 µM].
Screening CCCc1cc2c(n1CCO)C(C)C1CN(C(=O)c3ccccc3)C(C)(C(=O)OC)C21 (stereo not given) returned Anesthetic bind -7% and APE1 inh -3%.
For COC(=O)[C@H]1C[C@H]2CC[C@H](O)C[C@H]2N1CC1CC1 the results were Anesthetic bind -6% and APE1 inh -8%.
Screening CCc1ccc(C(=O)NN(C(=O)c2cc(C)cc(C)c2)C(C)(C)C)cc1 returned Anesthetic bind -15% and APE1 inh -3%.
O=C(OCCN1CCCCC1)C(O)(c1ccccc1)c1ccccc1 was read as POLK inh 2%[19.4 µM].
`CN(C)[C@@H](Cc1ccccc1)c1ccccc1` gave POLK inh 1%[19.4 µM].
`CCCCCC(O)C1C(=O)OC(C)C(O)\C=C/C=C\C=C/C=C\C=C(\C)C(O)C(O)C(O)CC(O)CC(O)CC(O)CC(O)CC1O` (stereo not given) gave POLK inh inconclusive.
For O=[N+]([O-])C(Br)(CO)CO the results were POLK inh 1%[60.1 µM].
Screening CC[N+](C)(CC)CCOC(=O)C(O)(c1ccccc1)c1ccccc1 returned POLK inh 6%[19.4 µM].
`O=[N+]([O-])c1cc(I)c(O)c(I)c1` gave POLK inh 0%[60.1 µM].
CC(=O)Oc1ccc2c3c1OC1[C@@H](OC(C)=O)C=C[C@H]4[C@H](C2)N(C)CC[C@]314 (stereo not given in full) was read as POLK inh 2%[19.4 µM].
`O=C(CN1CCCC2CCCCC21)c1ccc(I)cc1` (stereo not given) gave POLK inh -8%.
For NCC(O)c1cccc(O)c1 (stereo not given) the results were POLK inh 7%[19.4 µM].

Molecules shown so far that have nitrogen in an aromatic ring, in the order listed:
For Clc1nc(Cl)nc(Cl)n1 the results were APE1 inh 17%.
Screening Clc1cccc(C(Cl)(Cl)Cl)n1 returned APE1 inh 19%.
`CC(C)(C)C(O)(CCc1ccc(Cl)cc1)Cn1cncn1` (stereo not given) gave APE1 inh 2%.
For CCCc1cc2c(n1Cc1ccco1)C(C)C1CN(C(=O)c3ccccc3)C(C)(C(=O)OC)C21 (stereo not given) the results were Anesthetic bind inconclusive and APE1 inh -6%.
Screening CCCc1cc2c(n1CCO)C(C)C1CN(C(=O)c3ccccc3)C(C)(C(=O)OC)C21 (stereo not given) returned Anesthetic bind -7% and APE1 inh -3%.

Not a retest: two of the compounds above.
Screening CCCc1cc2c(n1CCO)C(C)C1CN(C(=O)c3ccccc3)C(C)(C(=O)OC)C21 (stereo not given) returned Anesthetic bind -7% and APE1 inh -3%.
For COC(=O)[C@H]1C[C@H]2CC[C@H](O)C[C@H]2N1CC1CC1 the results were Anesthetic bind -6% and APE1 inh -8%.

(continued)
Screening C=CCN1CC[C@]23c4c5ccc(O)c4O[C@H]2[C@@H](O)C=C[C@H]3[C@H]1C5 returned POLK inh 5%[19.4 µM].
`O=C1C[C@@H]2OCC=C3CN4CC[C@]56c7ccccc7N1[C@@H]5[C@@H]2[C@H]3C[C@H]46` (tested in a mixture with another compound) gave POLK inh -4%[60.1 µM].
`O=C(N/N=C/c1ccc([N+](=O)[O-])o1)c1cc([N+](=O)[O-])cc([N+](=O)[O-])c1O` gave POLK inh -3%[19.4 µM].
COC(C(=O)C(O)C(C)O)C1Cc2cc3cc(OC4CC(OC5CC(O)C(OC)C(C)O5)C(OC(C)=O)C(C)O4)c(C)c(O)c3c(O)c2C(=O)C1OC1CC(OC2CC(OC3CC(C)(O)C(OC(C)=O)C(C)O3)C(O)C(C)O2)C(O)C(C)O1 (stereo not given) was read as POLK inh 21µM*.
Screening C[C@]12CC[C@H]3[C@@H](CC[C@@]45O[C@@H]4C(=O)C(C#N)C[C@]35C)[C@@H]1CC[C@@H]2O (stereo not given in full) returned POLK inh 2%[19.4 µM].
Cc1cccc([C@H](C)c2cnc[nH]2)c1C was read as POLK inh -8%[19.4 µM].
`NC(Cc1ccc(Oc2cc(I)c(O)c(I)c2)c(I)c1)C(=O)O` (stereo not given) gave POLK inh 7.1µM*.
O=C(CN1CCCC1)c1ccccc1 was read as POLK inh -10%.
Screening CCN(CC)CCOC(=O)C(C)(c1ccccc1)c1ccccc1 returned POLK inh 0%[19.4 µM].
`C[N+]1([O-])[C@H]2CC[C@H]1CC(OC(=O)[C@@H](CO)c1ccccc1)C2` (stereo not given in full) gave POLK inh -15%[60.1 µM].
`C[C@]12CC[C@@H]3c4ccc(O)cc4C[C@@H](CCCCCCCCCS(=O)CCCC(F)(F)C(F)(F)F)C3[C@@H]1CC[C@@H]2O` (stereo not given in full) gave POLK inh -17%[60.1 µM].
For [S]=[Sb][S][Sb]=[S] the results were POLK inh -2%[19.4 µM].
`CC(C)C1C(=O)N2CCCC2[C@]2(O)O[C@@](NC(=O)[C@@H]3C=C4c5cccc6[nH]cc(c56)C[C@H]4N(C)C3)(C(C)C)C(=O)N12` (stereo not given in full) gave POLK inh inconclusive and APE1 inh inconclusive.
For O=CN1CC2CC(C1)c1cccc(=O)n1C2 (stereo not given) the results were POLK inh -5%[19.4 µM] and APE1 inh -2%.
`[O]=[Cr](=[O])([OH])[O][Cr](=[O])(=[O])[OH]` gave POLK inh -18%&-11%[60.1 µM] and APE1 inh 25µM*!.
COC(C)C(O)(C(=O)OC1=CCN2CC[C@H](O)[C@H]12)C(C)C (stereo not given in full) was read as POLK inh -8%[19.4 µM] and APE1 inh -3%.
Screening C[C@H]1CC[C@@H]2[C@@H](C)[C@H]3[C@H](C[C@H]4[C@@H]5CC=C6CC(O[C@@H]7O[C@H](CO)[C@H](O)[C@H](O[C@@H]8O[C@H](CO)[C@@H](O)[C@H](O)[C@H]8O)[C@H]7O[C@H]7O[C@@H](C)[C@H](O)[C@@H](O)[C@H]7O)CC[C@]6(C)[C@H]5CC[C@]34C)N2C1 (stereo not given in full) returned POLK inh -5%[60.1 µM] and APE1 inh -5%.

Bioassay records deposited in PubChem by National Center for Advancing Translational Sciences (NCATS).
